Compound activity deposited in PubChem BioAssay by Broad Institute.
SIRT5 block = sirtuin-5 (human) deacylase inhibition; Q9NXA8; Purified SirT5, succinyl-peptide AMC, trypsin-coupled fluorescence; inhibition, % at 15 µM; 330,000 tested, 1.1% active; in the data active = inhibition above about 15%; inconclusive = no clear call, values can overlap the other calls
Target sequence (Q9NXA8 whole entry, looked up): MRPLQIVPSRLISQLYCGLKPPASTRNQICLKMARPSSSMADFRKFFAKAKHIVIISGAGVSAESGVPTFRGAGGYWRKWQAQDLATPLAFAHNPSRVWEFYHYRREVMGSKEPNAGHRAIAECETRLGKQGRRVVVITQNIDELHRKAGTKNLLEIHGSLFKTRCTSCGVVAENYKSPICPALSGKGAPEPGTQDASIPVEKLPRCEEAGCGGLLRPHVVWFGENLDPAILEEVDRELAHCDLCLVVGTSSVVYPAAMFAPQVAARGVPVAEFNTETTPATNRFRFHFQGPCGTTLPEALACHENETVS
EWS-Fli block = inhibitors of EWS/Fli oncoprotein transcriptional activity; A673 NR0B1-luciferase reporter, viability-normalised; inhibition, % at 12.6 µM; 350,000 tested, 0.67% active; AID 651661;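 active = mean inhibition of at least 50% after viability correction, with every replicate also passing that limit; inconclusive = mean reaches 50% but only one of two replicates passes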;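 also: firefly luciferase signal divided by Alamar Blue viability fluorescence both relative to DMSO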
PAX8 reporter = PAX8 transcriptional activity inhibition; inhibition, % at 12.6 µM; 360,000 tested, 1.2% active; AID 652154; RMG-I TPO-luciferase reporter, SteadyGlo, 24 h;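 active = mean replicate inhibition at least 60% with every replicate also reaching 60%; inconclusive = only one of the two criteria is met; inactive = mean below 60% and not all replicates reaching 60%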;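 also: luciferase light reporting Pax8 driven TPO promoter activity; plate controls were median of neutral control wells for no effect and mitoxantrone controls for full effect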
CASP6 VEID inh = blocks human caspase-6 cleavage activity; P55212; purified caspase-6, Z-VEID-R110 cleavage fluorescence; inhibition, % at 12.5 µM; 350,000 tested, 0.53% active; AID 686996;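 active = mean inhibition across replicates at least about 35%, with every replicate also reaching that limit, limit read from the data; inconclusive = only one of the two criteria met; inactive = neither criterion met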;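 also: 0% = median of neutral control wells and 100% = no fluorescence left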
Target sequence (P55212 24-179 limits assumed): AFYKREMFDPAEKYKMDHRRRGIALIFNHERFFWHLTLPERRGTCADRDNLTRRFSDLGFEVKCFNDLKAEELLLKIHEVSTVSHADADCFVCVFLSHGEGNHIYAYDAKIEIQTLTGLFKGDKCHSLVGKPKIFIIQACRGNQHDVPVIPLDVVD
Target sequence (P55212 194-293 limits assumed): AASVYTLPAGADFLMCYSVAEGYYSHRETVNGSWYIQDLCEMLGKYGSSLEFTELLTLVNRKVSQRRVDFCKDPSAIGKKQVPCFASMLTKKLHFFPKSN
ARNT-TACC3 inh = disruptors of human ARNT/TACC3 interaction; 390,000 tested, 0.66% active; AlphaScreen His-ARNT PAS-B/GST-TACC3 binding, luminescence; TACC3 fragment carries E629A point mutation; inhibition, % at 9.99 µM; Q9Y6A5;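 active = mean inhibition of replicates at least 50% and at least half of replicates each reaching 50%; inconclusive = half or more replicates reach 50% but mean below 50%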;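 also: 0% = complete ARNT plus TACC3 wells and 100% = ARNT alone without TACC3; many hits fall short of the cut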
DENV2 CPE rescue = inhibitors of DENV2 cytopathic effect; DENV2-infected cells, cytopathic effect rescue, plate reader; CPE inhibition, % at 9.99 µM; 350,000 tested, 1.7% active; AID 651640; in the data active = CPE inhibition above about 20%, passing the limit was not always enough; inconclusive = no clear call, values can overlap the other calls; tested in BHK-21 cells;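 also: 0% = median of neutral control wells and 100% = median of positive control wells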
LGR2 antag = blocks bursicon-induced cAMP signaling via Drosophila LGR2. inhibition, % at 9.99 µM. HEK293 LGR2, CRE-luciferase, bursicon-stimulated, 4 h. AID 720647. 380,000 tested, 0.35% active;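 active = drop in luminescence signal, shown as inhibition above about 50% in the replicate tests, limit read from the data, passing the limit was not always enough; inconclusive = probably only some replicates passing the limit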;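 also: agonist challenge used bursicon conditioned medium at about half maximal strength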
* = called active by the depositor; ? = inconclusive; nt = no result given; & = joins results of further samples; ! = a repeat was not active.

SMILES | SIRT5 block | EWS-Fli block | PAX8 reporter | CASP6 VEID inh | ARNT-TACC3 inh | DENV2 CPE rescue | LGR2 antag
Clc1ccc(CN2CCN(c3ncc(Cc4ccccc4)cn3)CC2)cc1 | 0 | 14 | 20 | -4 | nt | -4 | -13
CC(C)(C)NC(=O)C1(N2C(=O)c3ccccc3C2=O)CCCC1 | -6 | 10 | -14 | 0 | -3 | -8 | nt
CCC(C)Cn1c(C(C)C)nc2ccccc21 (stereo unspecified) | -3 | 8 | 7 | 4 | -18 | nt | -15
CN(C(=O)COC(=O)c1cc([N+](=O)[O-])ccc1Sc1ccccc1)C1CCS(=O)(=O)C1 (stereo unspecified) | -2 | 1 | -3 | 1 | 0 | -8 | -14
COc1ccc(/C=N/NC(=O)c2cccc(Br)c2)cc1COc1ccccn1 | nt | 8 | -4 | 1 | -5 | 1 | -14
CC12CCC(=O)N1C(C(=O)N1CCN(S(=O)(=O)c3cccc(C(F)(F)F)c3)CC1)CS2 (stereo unspecified) | -1 | 2 | -28 | -2 | -13 | 10 | -2
O=C(CNc1cccc(Br)c1)Nc1ccc(S(=O)(=O)N2CCCCC2)cc1 | nt | 15 | 17 | 10 | nt | -3 | 22
CCc1ccccc1NC(=O)CCCN1C(=O)C2CC=CCC2C1=O (stereo unspecified) | -3 | nt | -1 | -1 | -9 | 3 | 6
CO[C@H]1CN(C)C(=O)c2cc(NC(=O)c3ccc4c(c3)OCO4)ccc2OC[C@H](C)NC[C@H]1C | -1 | -4 | 0 | -3 | 5 | ? | 4
O=C(CCC(=O)N(CC(=O)NC1CCCCC1)Cc1ccccc1)Nc1ccccn1 | -1 | 9 | -1 | -1 | 4 | 3 | -39
C=CCNc1nc2c(c(=O)[nH]c(=O)n2C)n1CCOc1ccccc1 | nt | 11 | -15 | 0 | -3 | 0 | -1
COc1ccc(C(C)(C)C)cc1NC(=O)CCN1C(=O)C2CCCCC2C1=O (stereo unspecified) | -2 | 2 | -6 | 6 | nt | 10 | 16
CN(c1ccc(OCC(=O)N2CCCC2)cc1)S(=O)(=O)c1ccc(Cl)cc1 | -3 | 3 | -6 | 0 | 0 | 1 | -13
CCCCNC(=O)c1oc2ccc(S(=O)(=O)N3CCCC3)cc2c1C | -5 | -1 | 0 | -1 | -2 | -1 | -26
COC(=O)C[C@@H]1C[C@@H]2c3cc(NC(=O)Nc4ccc(F)cc4)ccc3O[C@@H]2[C@H](CO)O1 | nt | -1 | -4 | nt | 2 | -5 | 2
Cc1ccc(C)c(NC(=O)CCCCCN2C(=O)[C@@H]3Cc4ccccc4CN3C2=O)c1 | -4 | -1 | 9 | -1 | -3 | 7 | 5
NC(=O)C1=C[C@@H](c2ccccc2)C[C@@H](OCc2ccc(CO)cc2)O1 | -5 | -4 | -9 | 0 | 2 | 4 | 6
COC(=O)C1=C(C(=O)OC)[C@@H]2N(C)c3ccc(OC)cc3[C@@]23C[C@@H](C(=O)OC)N(C(=O)CC(C)C)C3=N1 | -6 | -2 | 5 | 1 | 10 | -14 | -7
COc1ccc(-c2csc(C(C)(O)c3ccc(OC)cc3)n2)cc1 (stereo unspecified) | 2 | 3 | 16 | 2 | nt | 1 | 12
C[C@H]1CN([C@@H](C)CO)C(=O)c2cc(NS(=O)(=O)c3ccc(Cl)cc3)ccc2O[C@H]1CN(C)Cc1ccc(-c2ccccc2)cc1 | 8 | 0 | nt | 1 | -2 | -13 | -4
Cc1ccc(CNC(=O)c2cccnc2Cl)cc1 | -4 | 8 | -4 | 2 | -3 | 4 | -2
N#Cc1ccc(-c2ccc(C3[C@@H]4CN(C(=O)C5CCC5)C[C@H]3N4)cc2)cc1 (stereo partly specified) | -6&-5 | -4&-3 | nt | 3&0 | nt | 5&-1 | 70*!
COc1ccc(NC(=O)Nc2ccc3c(c2)C(=O)N([C@@H](C)CO)C[C@@H](C)[C@H](CN(C)S(C)(=O)=O)OCCCC[C@@H](C)O3)cc1 | -2 | -5 | -15 | 1 | -8 | -6 | 6
C[C@H](CO)N1C[C@H](C)[C@@H](CN(C)Cc2ccncc2)Oc2ccc(NC(=O)CCCN(C)C)cc2CC1=O | 1 | 1 | 3 | 3 | -5 | 9 | -6
Cc1cccc(CCNC(=O)C2CCN(S(=O)(=O)c3cccc4cccnc34)CC2)c1 | -1 | nt | 0 | -1 | -9 | 17 | 11
O=C(CN1C(=O)NC2(CCCC2)C1=O)Nc1cc(C(F)(F)F)ccc1N1CCOCC1 | -1 | 10 | nt | 0 | -8 | -4 | -2
Cc1ccc(C(=O)C2Oc3ccccc3C3CC(c4ccc(C)cc4)=NN23)cc1 (stereo unspecified) | -3 | -23 | -111 | -2 | 0 | -11 | -56
CC(C)NC(=O)N1CC[C@@H]2[C@H]1c1cc(-c3ccccc3)ccc1N(C)[C@H]2CO | -10 | -1 | 1 | -4 | 5 | -3 | -2
Cc1ccc(CSC2=NCCN2S(=O)(=O)c2ccc(C)cc2)cc1 | nt | -22 | -25 | -2 | nt | 9 | -16
COc1ccccc1-n1c(SCC(=O)c2ccc(O)cc2O)nc2cc([N+](=O)[O-])ccc21 | -3 | -10 | -25 | 2 | 2 | 14 | 4
CCOc1ccccc1OCC(=O)Nc1cccc(S(=O)(=O)NC2=NCCCCC2)c1 | -1 | 1 | 6 | 0 | -1 | -1 | -2
COc1ccccc1C(C)NC(=O)CCNC(=O)c1ccc(Cl)cc1 (stereo unspecified) | -2 | -8 | -1 | -4 | -8 | -5 | 8
CCOC(=O)c1c(NC(=O)COC(=O)c2ccccn2)sc(C(=O)N(C)C)c1C | 3 | -1 | -3 | 0 | 8 | 12 | 3
CCN(CC)S(=O)(=O)c1ccc(N2CCOCC2)c(NC(=O)C2CCCO2)c1 (stereo unspecified) | -2 | 2 | 4 | -5 | 24 | -4 | -7
C[C@@H]1CN([C@@H](C)CO)C(=O)Cc2cc(NC(=O)Cn3cnnn3)ccc2O[C@@H]1CN(C)S(=O)(=O)c1ccc(Cl)cc1 | -2 | -9 | 8 | 1 | -11 | -1 | -9
COCCN(C[C@@H]1N[C@@H](CO)[C@@H]1c1ccc(-c2ccc(F)cc2)cc1)C(C)=O | 0 | 0 | -6 | 0 | 1 | nt | 9
CN1CCN(C(=S)NC(=O)c2ccc(Br)cc2)CC1 | nt | 5 | -22 | -57 | 15 | 6 | 5
O=C(Nc1nc2ccccc2[nH]1)c1ccc(Br)o1 | 7 | -14 | -42 | 2 | 0 | -8 | -15
O=C(NCc1ccccc1)c1c(Cl)nc(Cl)c(Cl)c1Cl | -2 | 38 | 24 | -3 | -4 | -4 | 17
CCCNC(=O)c1ccc(N2CCC3(CC2)CC(c2cccc(Br)c2)=NO3)c(NC(=O)c2ccco2)c1 | -7 | 27 | 48 | 1 | -3 | -10 | 2
CC1(c2nnc(Cc3ccccc3)o2)CC(c2cccc(Cl)c2)=NO1 (stereo unspecified) | nt | -4 | -17 | nt | 1 | 17 | -12
COc1cc(C2=NOC(C(=O)NCc3cccnc3)C2)cc(OC)c1OC (stereo unspecified) | -2 | 7 | 12 | -1 | 0 | 19 | -4
CCCN1[C@H](C(=O)NCCCN2CCOCC2)[C@@H](CO)[C@@H]2Cn3c(ccc(-c4cccnc4)c3=O)[C@@H]21 | 1 | -6 | -7 | -7 | -11 | -5 | 6
CCN1C(=O)N[C@H](c2ccc(Br)cc2)C(C(=O)OC)=C1C | nt | -7 | -7 | -3 | -3 | 8 | 18
C[C@H](O)C#Cc1ccc([C@@H]2[C@H]3CN(CC4CCOCC4)CCCCN3[C@H]2CO)cc1 | -6 | -7 | 0 | -2 | -11 | -3 | -22
CO[C@H]1CN(C)C(=O)c2cc(NC(=O)c3nc4ccccc4s3)ccc2OC[C@@H](C)NC[C@@H]1C | 0 | 54* | -22 | -3 | -9 | -9 | -2
CCC(=O)Nc1nnc(SCC(=O)Nc2ccc3c(c2)OCCO3)s1 | -2 | nt | 11 | 0 | -8 | -5 | -4
C=CCc1cc(C)ccc1OCCOCCC(C(=O)OCC)C(=O)OCC | -10 | 3 | 79* | 1 | -14 | 9 | 4
COc1ccc(NC(=O)CSc2nnc(C)s2)cc1S(=O)(=O)N1CCOCC1 | 0 | -2 | 3 | 3 | nt | 0 | -1
CCOc1ccccc1N(C)C(=O)c1ccc2c(=O)n3c(nc2c1)CCCCC3 | -3 | nt | -3 | -1 | 1 | 1 | 6
CCCCN1C(=O)C(=O)N(CC(=O)c2cc(C)n(C3CC3)c2C)C1=O | 1 | -12 | -27 | 5 | 7 | 3 | 0
C[C@@H]1CN([C@@H](C)CO)C(=O)c2cc(NC(=O)Cn3cnnn3)ccc2O[C@@H]1CN(C)Cc1ccc(C(=O)Nc2ccccc2N)cc1 | -1 | 12 | nt | -3 | 2 | 7 | 15
COc1ccc(-c2ccc3c(c2)[C@@H]2[C@@H](CCN2C(=O)NC(C)C)[C@H](CO)N3C)cc1 | -10 | 0 | 58 | 0 | -1 | -3 | 13
CCNC(=S)N/N=C/c1cc(C)ccc1C | 3 | 17 | -29 | 0 | 6 | 7 | 4
CCOC(=O)Cc1csc(NC(=O)CSc2nnc3ccccn23)n1 | 2 | -9 | -3 | -1 | nt | 3 | -21
Cc1ccc(S(=O)(=O)N(C)C[C@@H]2Oc3c(NC(=O)c4nc5ccccc5s4)cccc3C(=O)N([C@@H](C)CO)C[C@@H]2C)cc1 | 8 | 4 | nt | -1 | -2 | 11 | -29
O=C(C[C@@H]1CC[C@H]2[C@@H](COC[C@@H](O)CN2Cc2cccc(Cl)c2)O1)NCc1cccc(F)c1 | -3 | -73 | 3 | -1 | 6 | 13 | 38
C[C@@H]1CN([C@@H](C)CO)C(=O)CCCn2cc(nn2)CO[C@@H]1CN(C)C(=O)Nc1ccc(-c2cccs2)cc1 | 0 | -11 | 16 | 3 | 3 | 8 | -7
CCN(CC(=O)Nc1ccccc1OC)C(=O)CSCc1ccc(C)cc1 | -2 | -3 | 15 | -22 | 0 | 5 | 9
Cc1cc(C)n(-c2ccc(Cl)c(Cl)c2)n1 | 2 | 2 | 3 | 3 | -4 | -4 | 5

Pulled by structure from above:
SMILES | SIRT5 block | EWS-Fli block | PAX8 reporter | CASP6 VEID inh | ARNT-TACC3 inh | DENV2 CPE rescue | LGR2 antag
C=CCNc1nc2c(c(=O)[nH]c(=O)n2C)n1CCOc1ccccc1 | nt | 11 | -15 | 0 | -3 | 0 | -1
CCOc1ccccc1OCC(=O)Nc1cccc(S(=O)(=O)NC2=NCCCCC2)c1 | -1 | 1 | 6 | 0 | -1 | -1 | -2
CCN(CC(=O)Nc1ccccc1OC)C(=O)CSCc1ccc(C)cc1 | -2 | -3 | 15 | -22 | 0 | 5 | 9

(list continues)
SMILES | SIRT5 block | EWS-Fli block | PAX8 reporter | CASP6 VEID inh | ARNT-TACC3 inh | DENV2 CPE rescue | LGR2 antag
COc1ccc2[nH]c(C(=O)NCCN3CCOCC3)cc2c1 | -12 | 1 | 23 | 1 | 2 | 0 | -6
CC(=O)N1CCN(c2ccc([N+](=O)[O-])cc2)CC1 | 1 | 11 | -18 | 0 | -8 | -3 | nt
O=C(Nc1ccc(CN2CCCCC2)cc1)c1cccc(F)c1 | -5 | -29 | -6 | -4 | -7 | -4 | -20
COc1ccc(OCCNC(=O)Nc2cc(F)c(F)cc2Cl)cc1 | -3 | 4 | 3 | -2 | -1 | 6 | 13
CC1(C)Cc2ccccc2-c2nc3n(c(=O)c21)CCCS3 | -3 | 13 | 9 | -3 | nt | 2 | 13
COC(=O)C[C@H]1C[C@@H]2c3cc(N(C)C)ccc3O[C@@H]2[C@@H](CO)O1 | 0 | -3 | 8 | -3 | 45* | 6 | -5
O=C(C[C@H]1CC[C@@H]2[C@H](COC[C@@H](O)CN2Cc2ccc(F)cc2)O1)NCc1ccncn1 | 1 | 5 | -9 | -1 | 1 | -5 | 19
COc1ccc(S(=O)(=O)NC(N)=NCCc2ccccc2)cc1 | 1 | 1 | 9 | 1 | 2 | 3 | 8
CC1(C)CN(Cc2ccccc2)C(=O)[C@H]1CC(=O)Nc1ccccc1 | 3 | -11 | 11 | -4 | nt | 12 | 35
